PAFAH1B3 inh: blocks human PAF acetylhydrolase 1B catalytic subunit 3; Q15102; recombinant PAFAH1B3, FP-rhodamine probe, fluorescence polarization; inhibition, % at 3.39 µM; 0.28% of 340,000 active; AID 492972;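 active = inhibition above the screen-wide average of all tested compounds plus 3 SD, cut at about 25% in these data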;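 also: 0% = enzyme with DMSO only and 100% = wells lacking PAFAH1B3 protein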
PAD4 inh: blocks human protein arginine deiminase 4 | recombinant PAD4, RCA probe fluorescence polarization | inhibition, % at 6.36 µM | 0.41% of 330,000 active;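 active = percent inhibition above a cutoff equal to the mean of all tested compounds plus 3 SD, cut at about 15% in these data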;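 also: 0% = PAD4 with RCA probe and DMSO and 100% = probe without PAD4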
GSTO1 inh: blocks human GSTO1 in RBBP9 counter-screen | P78417 | recombinant GSTO1, activity-based probe fluorescence polarization | inhibition, % at 5.96 µM | 1.1% of 300,000 active | AID 1974;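 active = inhibition above the campaign mean inhibition plus 3 SD, cut at about 35% in these data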;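 also: 0% = GSTO1-1 with DMSO and 100% = wells lacking GSTO1-1 enzyme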
LYPLA1 inh: LYPLA1 (human) inhibition in PME1 counter-screen; O75608; recombinant LYPLA1, FP-Rh probe fluorescence polarization; inhibition, % at 5.9 µM; 0.16% of 320,000 active;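 active = inhibition above the mean of all tested compounds plus 3 SD, set per campaign, cut at about 14% in these data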;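 also: inhibitors block serine hydrolase probe labeling of LYPLA1 so polarization falls; 0% = enzyme with DMSO and 100% = wells lacking LYPLA1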
EBNA-1 inh: blocks EBNA-1 binding to DNA; EBNA-1 DNA binding, fluorescence polarization; inhibition, % at 14.8 µM; 0.34% of 300,000 active; AID 1950; in the data active = inhibition above about 28%
PAFAH2 FP inh: inhibitors of human PAFAH2; Q99487; recombinant PAFAH2, FP-rhodamine activity probe, fluorescence polarization; inhibition, % at 3.39 µM; 0.99% of 340,000 active; AID 492956;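 active = inhibition above the mean over all tested compounds plus 3 SD, cut at about 30% in these data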;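 also: inhibitors block probe labeling of enzyme so polarization drops; 0% = enzyme with DMSO and 100% = wells lacking PAFAH2 protein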
LYPLA2 inh: counter-screen for PME1 inhibitors: inhibitors of human LYPLA2. O95372. inhibition, % at 5.9 µM. 0.38% of 320,000 active. AID 2177. recombinant LYPLA2, FP-Rh probe fluorescence polarization;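 active = inhibition above the screen-wide mean plus 3 SD, limit set per campaign, cut at about 26% in these data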;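 also: 0% = LYPLA2 with DMSO and 100% = wells lacking LYPLA2 enzyme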
Target sequence (O95372 whole entry, looked up): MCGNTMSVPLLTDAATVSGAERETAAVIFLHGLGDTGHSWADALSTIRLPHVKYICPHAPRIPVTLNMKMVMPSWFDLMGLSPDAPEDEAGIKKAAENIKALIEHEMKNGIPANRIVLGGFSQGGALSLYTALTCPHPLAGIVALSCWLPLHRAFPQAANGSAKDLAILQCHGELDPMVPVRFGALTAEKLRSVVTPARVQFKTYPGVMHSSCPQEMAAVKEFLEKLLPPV
ZTA counter: blocks Epstein-Barr virus ZTA, an EBNA-1 counter-screen; P03206; inhibition, % at 11 µM; 0.15% of 320,000 active; ZTA-DNA binding, fluorescence polarization; in the data active = inhibition above about 33%
PREPL inh: inhibits the human prolyl oligopeptidase-like enzyme | inhibition, % at 5.96 µM | AID 2751 | recombinant PREPL, fluorescence polarization activity-based probe | 0.68% of 320,000 active; in the data active = inhibition above about 43%;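 also: 0% = enzyme with DMSO and 100% = wells lacking enzyme; many of its hits are not listed in these tables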
Target sequence (Q4J6C6 whole entry, looked up): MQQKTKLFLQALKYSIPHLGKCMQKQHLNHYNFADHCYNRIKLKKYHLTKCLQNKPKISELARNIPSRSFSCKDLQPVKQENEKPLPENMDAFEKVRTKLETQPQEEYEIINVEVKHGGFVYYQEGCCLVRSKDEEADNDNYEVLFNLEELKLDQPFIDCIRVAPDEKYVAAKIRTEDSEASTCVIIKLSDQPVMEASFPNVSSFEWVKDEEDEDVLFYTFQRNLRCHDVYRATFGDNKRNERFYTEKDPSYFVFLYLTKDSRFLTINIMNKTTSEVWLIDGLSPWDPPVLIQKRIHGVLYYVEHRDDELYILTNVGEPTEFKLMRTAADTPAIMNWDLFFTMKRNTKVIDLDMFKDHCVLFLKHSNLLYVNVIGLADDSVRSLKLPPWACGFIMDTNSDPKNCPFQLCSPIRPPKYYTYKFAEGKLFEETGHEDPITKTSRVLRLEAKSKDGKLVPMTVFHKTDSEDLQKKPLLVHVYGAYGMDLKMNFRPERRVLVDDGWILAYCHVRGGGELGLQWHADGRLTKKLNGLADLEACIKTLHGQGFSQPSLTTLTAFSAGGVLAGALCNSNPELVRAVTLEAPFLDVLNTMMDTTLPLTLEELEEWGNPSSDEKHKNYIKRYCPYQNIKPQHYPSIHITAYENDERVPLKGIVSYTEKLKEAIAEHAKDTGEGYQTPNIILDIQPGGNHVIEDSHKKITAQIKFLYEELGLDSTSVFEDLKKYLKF
* marks the source's active call; other numbers are inactive results; . = no result given.

Order of results: PAFAH1B3 inh | PAD4 inh | GSTO1 inh | LYPLA1 inh | EBNA-1 inh | PAFAH2 FP inh | LYPLA2 inh | ZTA counter | PREPL inh
1: O=C(NN1C(=O)CSC1=S)c1cccnc1
  . | -3 | -1 | -1 | 8 | . | -4 | 3 | -2
2: COc1ccc(-n2nnnc2SCC(=O)N2CCCC2=O)cc1
  3 | 8 | . | 4 | . | 0 | 11 | -15 | 7
3: COC(=O)CCC(=O)Nc1cc(S(=O)(=O)Nc2ccc(Cl)cc2)ccc1N1CCOCC1
  13 | -2 | 3 | 0 | 5 | 6 | -5 | 12 | -9
4: Cc1ccc(-c2csc3ncnc(N4CCN(c5ccccc5O)CC4)c23)cc1
  0 | -10 | -3 | -3 | -1 | -5 | -6 | 7 | 2
5: CC(C)(C)c1cc(C(=O)NN)n(Cc2ccc(Cl)cc2Cl)n1
  3 | -3 | -7 | -1 | -21 | -2 | -3 | -5 | 9
6: CC(C)CCNC(=O)c1onc(CSc2ccc(Cl)cc2)c1C(=O)NCCC(C)C
  1 | 0 | 3 | -6 | 6 | -7 | -6 | 8 | 4
7: COc1ccccc1OCc1ccc(C(=O)N(C)C)o1
  6 | -3 | 2 | 3 | 0 | -3 | 6 | -1 | 9
8: CN(C)CCn1c2c(c(SCC(=O)Nc3ccccc3C(F)(F)F)nc1=O)CCCC2
  13 | 0 | 0 | -1 | -12 | -1 | 2 | 3 | 15
9: COc1ccc(/C=N/NC(=O)c2cnccn2)c(OC)c1OC
  -8 | 2 | -5 | -3 | 1 | -6 | -1 | -4 | -1
10: CCc1cc2ccccc2nc1SCC(=O)Nc1cc(C)on1
  4 | 1 | 2 | -3 | 11 | 1 | -1 | 12 | -4
11: Cc1[nH]n(-c2ccc([N+](=O)[O-])cc2)c(=O)c1C=NCCN1CCN(C(=O)c2ccc(F)cc2)CC1
  4 | 0 | -2 | -4 | 1 | -1 | 3 | 1 | -6
12: CS(=O)(=O)N(CC(=O)N1CCCCCC1)c1cc(Cl)ccc1Cl
  7 | -4 | 4 | 0 | -14 | 4 | 3 | -1 | 0
13: CC(=O)Nc1cccc(Oc2ncnc3scc(-c4ccc(C)cc4)c23)c1
  5 | -6 | -15 | -8 | 4 | -8 | -4 | 0 | 6
14: COc1ccc(-n2nc(C(=O)NCC(=O)N3CCN(c4ccccc4OC)CC3)c3ccccc3c2=O)c(OC)c1
  14 | -3 | -5 | 1 | 2 | 2 | 6 | 0 | 2
15: Cc1cc(C(=O)NCCCN2CCN(C3CCCCC3)CC2)n(-c2ccccc2)n1
  3 | -4 | 2 | -2 | -3 | -1 | 1 | -1 | 15
16: CCCCCCSC1=C(C#N)C(c2ccccc2)CC(=O)N1 (stereo not drawn)
  3 | -4 | -6 | 2 | 1 | 1 | -1 | 3 | 5
17: COc1cccc(C(=O)C2CCCN(Cc3cccc(-n4cccn4)c3)C2)c1 (stereo not drawn)
  1 | -2 | 9 | 8 | -13 | -5 | -7 | 1 | -28
18: CCc1ccccc1S(=O)(=O)Cc1ccc(C(=O)NCCc2ccccc2)o1
  9 | -1 | 2 | -6 | 2 | 8 | -8 | 3 | 6
19: Cc1cc(C[n+]2ccsc2N)c2ncccc2c1
  9 | 1 | -4 | -2 | 3 | -1 | 7 | -4 | -10
20: COc1cccc(/C=N/N(C)C2=NS(=O)(=O)c3ccccc32)c1O
  5 | 1 | -5 | -4 | -3 | 6 | 4 | 9 | 5
21: COc1ccc(NC(=O)CC2C(=O)Nc3ccccc3N2CC(=O)N2CCCC2)cc1 (stereo not drawn)
  6 | 1 | . | -1 | . | 2 | 11 | 5 | 4
22: O=[N+]([O-])c1cccc(CNC2CCCCCC2)c1
  10 | 2 | 7 | 6 | -1 | 3 | 1 | -4 | 7
23: Cc1ccc(CCNC(=O)c2cccc(NC3=NC4CS(=O)(=O)CC4S3)c2)cc1 (stereo not drawn)
  0 | -4 | 2 | 0 | 4 | 5 | -7 | 11 | 6
24: COC(=O)c1sccc1NC(=S)N1C(C)CCCC1C (stereo not drawn)
  4 | 1 | 5 | 3 | 1 | -4 | 7 | -12 | -3
25: CC1CCN(C(C)C(=O)Nc2ccc(S(=O)(=O)N3CCCC3)cc2)CC1 (stereo not drawn)
  5 | -1 | . | 2 | . | -2 | 11 | -16 | 15
26: Cc1cccc2sc(NC(=O)c3ccc(NS(=O)(=O)c4cccs4)cc3)nc12
  -6 | -3 | -16 | -2 | -3 | -7 | -14 | 9 | 11
27: CSc1nc(-c2ccccc2)nc(N)c1C(C)=O
  . | -3 | 7 | -4 | -11 | . | 4 | -4 | 0
28: CC(C)CC(NC(=O)C1CCCCC1)C(=O)NC(C)c1ccccc1 (stereo not drawn)
  6 | -2 | -2 | 5 | 0 | -10 | 10 | -2 | 11
29: COc1cccc(-n2cnnc2SC(C)C(=O)NC2CCCC2)c1 (stereo not drawn)
  6 | 3 | . | -1 | . | 1 | -3 | 11 | 14
30: Cc1cc(N2CC(C)OC(C)C2)nc(C(C)C)n1 (stereo not drawn)
  13 | -8 | 3 | 3 | -10 | -6 | 4 | -2 | -8
31: COc1cc(NC(=O)CN(C)S(=O)(=O)c2cccs2)cc(OC)c1
  8 | -1 | 4 | -7 | 0 | 12 | 2 | -4 | 15
32: CCOC(=O)c1ccc(NC(=S)NNC(=O)c2cc(-c3cccnc3)nc3ccccc23)cc1
  16 | 4 | 10 | -11 | 6 | 1 | -8 | -13 | 16
33: O=C(NCC(c1ccco1)N1CCN(c2ccc(F)cc2)CC1)C1CCCCC1 (stereo not drawn)
  4 | 0 | -6 | -5 | -8 | -4 | -10 | 1 | -46
34: O=C(NCCc1nnc2ccc(NCc3ccc(F)cc3)nn12)c1ccccc1
  8 | -2 | 1 | -1 | -12 | -3 | 0 | -8 | -9
35: COc1cccc(N2C(=O)CC(Nc3ccc(N4CCOCC4)cc3)C2=O)c1 (stereo not drawn)
  5 | 31* | 7 | -1 | -1 | 33* | 3 | 4 | 19
36: COc1ccc(-c2cn[nH]c2-c2ccc(OCc3ccc([N+](=O)[O-])cc3)cc2O)cc1
  6 | 0 | -6 | -9 | -3 | -4 | -15 | 14 | 21
37: NNc1nc(-c2ccccc2)c2cc(Cl)ccc2n1
  1 | -1 | -10 | -4 | -3 | 0 | -8 | -7 | 8
38: COc1ccc(Br)cc1CNCC1CCCO1 (stereo not drawn)
  5 | -2 | -4 | -1 | -11 | -3 | -4 | -19 | 15
39: CCc1ccc(NC(=S)Nc2ccc3cn[nH]c3c2)cc1
  3 | -4 | 4 | -1 | -8 | 3 | -1 | 0 | 19
40: COc1ccc(CCNC(=S)NC2CCN(Cc3ccccc3)CC2)cc1OC
  3 | -4 | -10 | 2 | 2 | 5 | -2 | -1 | 3
41: COC(=O)c1c(NC(C)=O)sc(C(=O)Nc2ccccc2OC)c1C
  5 | -4 | -8 | -2 | 22 | -2 | -4 | -5 | 2
42: Cc1ccc(C)c(S(=O)(=O)N2CCCC2CNC(=O)c2ccc([N+](=O)[O-])cc2)c1 (stereo not drawn)
  3 | -6 | 11 | -5 | -2 | 1 | -3 | -6 | 9
43: O=[N+]([O-])c1ccc(COn2nnc3ccccc32)cc1
  7 | 2 | 6 | 1 | -3 | 0 | 3 | -7 | 14
44: C=C1CCN(c2ccc(C(=O)NCCC)cc2[N+](=O)[O-])CC1
  2 | 2 | 8 | 0 | 7 | -2 | 4 | 2 | 11
45: O=C1CCCc2nc(N3CCN(c4ccccc4)CC3)ncc21
  2 | -1 | 12 | -2 | 2 | 0 | -3 | -18 | 2
46: CCCCn1c(N)c(N(CCOC)C(=O)COc2ccc(OCC)cc2)c(=O)[nH]c1=O
  4 | 3 | 10 | 2 | -12 | 5 | 0 | 10 | 1
47: CC(C)CN1CCN=C1Nc1ccccc1
  5 | 1 | -3 | 0 | 7 | -4 | 2 | 5 | 7
48: CCOC(CNC(=O)C1CCN(S(=O)(=O)c2ccc3nc4c(c(C(=O)O)c3c2)CC(C)CC4)CC1)OCC (stereo not drawn)
  0 | 0 | -8 | -2 | 5 | 9 | 1 | 20 | 0
49: CC(NC(=O)c1cc(S(=O)(=O)N2CCOCC2)ccc1F)c1ccc(-n2ccnc2)cc1 (stereo not drawn)
  3 | 2 | . | 2 | . | 1 | 2 | -8 | 12
50: Cc1ccc(Cn2c(C3CCCN3c3nc(C)cs3)nc3cc(C(=O)NCCCO)ccc32)cc1 (stereo not drawn)
  5 | 3 | -1 | 3 | -1 | 0 | 2 | 7 | 4
51: CCOC(=O)C(Cc1ccccc1)NC(=O)CCc1nnc2ccc(N3CCCC3)nn12 (stereo not drawn)
  7 | -2 | 7 | 3 | 2 | 1 | 0 | 14 | 3
52: Nc1cc(=O)[nH]c(SCc2cccc(Cl)c2)n1
  1 | -3 | -3 | -7 | -8 | 11 | -16 | -3 | -4
53: CCC(O)(CC)C(=O)N(Nc1ccc(C)cc1)c1ccc(C)cc1
  3 | 1 | -1 | 0 | 10 | 0 | 1 | 3 | -9
54: CC(Oc1ccccc1Cl)C(=O)N(Cc1ccco1)C1CCS(=O)(=O)C1 (stereo not drawn)
  5 | -2 | 10 | 0 | 10 | 5 | 1 | 11 | 5
55: CN1CCN(c2nc(-c3cccs3)nc3ccccc23)CC1
  7 | -6 | 7 | -2 | 1 | -4 | -4 | 11 | 5
56: CCC(=O)Nc1nnc(S(=O)(=O)N2CCCCCC2)s1
  5 | -1 | -1 | 0 | 8 | 5 | -5 | 8 | 3
57: O=C(Cc1ccccc1)NCC(=O)OCC(=O)c1ccc(Cl)c([N+](=O)[O-])c1
  -11 | -3 | 9 | -3 | -9 | 2 | -3 | -17 | -5
58: O=C(Nc1ccc(C(=O)N2CCCCC2)cc1)C1=CSCCO1
  4 | -4 | -1 | 3 | -5 | 6 | -4 | 20 | 0
59: O=C(NCc1ccccc1)C1COc2ccccc2O1 (stereo not drawn)
  2 | -2 | -4 | 4 | -4 | -2 | -6 | -16 | -7
60: COc1ccc(NC(=O)c2nc[nH]c2C(=O)N[C@@H](CC(C)C)C(=O)OC(C)(C)C)cc1
  -3 | 2 | -2 | -5 | 11 | 0 | -13 | 9 | 15

Remaining list, next part
Order of results: PAFAH1B3 inh | PAD4 inh | GSTO1 inh | LYPLA1 inh | EBNA-1 inh | PAFAH2 FP inh | LYPLA2 inh | ZTA counter | PREPL inh
61: COc1ccc(CC2(C)OC(c3ccncc3)=NN2C(C)=O)cc1 (stereo not drawn)
  2 | -3 | 1 | -6 | -5 | -1 | -11 | -2 | 20
62: CC(=O)c1ccc(N2CCN(C(=O)CCS(=O)(=O)c3ccc(C)cc3)CC2)cc1
  5 | -14 | -12 | 5 | -7 | -6 | 17 | -16 | 6
63: Cc1ccc(CC(=O)N2CCN(c3ccccc3F)CC2)cc1
  4 | -4 | 7 | -4 | 5 | 5 | -1 | -7 | -8
64: COC(=O)c1cnc(SCC(=O)c2ccccc2)n1C
  0 | 0 | -1 | -3 | -5 | 3 | -1 | -2 | -2
65: CC1CCN(C(=O)CN(c2ccc(Oc3ccccc3)cc2)S(C)(=O)=O)CC1
  3 | 1 | 4 | 1 | -2 | 2 | 5 | -28 | 12
66: Cc1cc([N+](=O)[O-])nn1CC(=O)N/N=C/c1ccc(O)cc1O
  8 | 2 | 15 | 5 | -7 | -3 | 3 | -3 | 5

2 entries picked at random from the list so far:
Order of results: PAFAH1B3 inh | PAD4 inh | GSTO1 inh | LYPLA1 inh | EBNA-1 inh | PAFAH2 FP inh | LYPLA2 inh | ZTA counter | PREPL inh
1: O=C(NN1C(=O)CSC1=S)c1cccnc1
  . | -3 | -1 | -1 | 8 | . | -4 | 3 | -2
3: COC(=O)CCC(=O)Nc1cc(S(=O)(=O)Nc2ccc(Cl)cc2)ccc1N1CCOCC1
  13 | -2 | 3 | 0 | 5 | 6 | -5 | 12 | -9

A portion of the library; the hit share may differ from the screen's.
